Compound activity deposited in PubChem by National Center for Advancing Translational Sciences (NCATS).
Tau ThT inhib = blocks human tau fibril formation measured by thioflavin T; P10636; recombinant tau K18 P301L, heparin-induced fibrillization, ThT fluorescence; Potency, µM (top dose mostly 57.4 µM), for the others: at the top dose activity, negative = inhibition, hits mostly inhibitors; 270,000 tested, 2.1% active; AID 1460; further: nearly all actives have a fitted effect of over 55% in size
Target sequence (P10636 561-689 P618L limits assumed): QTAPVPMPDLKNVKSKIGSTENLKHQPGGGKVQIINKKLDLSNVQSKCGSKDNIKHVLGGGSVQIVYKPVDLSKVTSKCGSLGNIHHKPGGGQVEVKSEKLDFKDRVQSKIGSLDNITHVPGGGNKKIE
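K18 P301L tau (15 uM + 0.24 uM Alexa 594-tagged), heparin 20 uM, NaOAc pH 7, 6 h 37 C; ThT 30 uM, 1 h RT, ex 450/em 510 nm.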
Tau fluor cs = counter-screen for tau fibril formation inhibitors. tau K18 P301L Alexa594 fluorescence, heparin fibrillization. Potency, µM (series often up to 57.7 µM), for inactives: at the top dose activity change, negative = decrease. 280,000 tested, 0.93% active; further: nearly all actives have a fitted effect of over 55% in size
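Human tau K18 P301L (15 uM unlabeled, 0.24 uM Alexa 594-labeled) in 100 mM sodium acetate pH 7 with 20 uM heparin, 6 hr at 37 C. ThT 30 uM added, 1 hr ambient; Alexa 594 FP and total fluorescence read at 555/632 nm.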
TRb SRC2 PPI = inhibitors of human thyroid hormone receptor beta-SRC2 interaction; 280,000 tested, 0.065% active; Potency, µM (top dose mostly 106 µM), inactives show top-dose activity change, negative = inhibition, actives largely listed as inhibitors; TRbeta-SRC2 peptide binding, fluorescence polarization; receptor liganded with 1 µM T3; P10828;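 further: plate controls were bound peptide for no effect and peptide without receptor for full effect; nearly all actives have a fitted effect of over 50% in size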
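A fluorescence polarization screen tested compounds at multiple concentrations against complex formation between 0.6 uM TRb ligand-binding domain and 20 nM Texas Red SRC2 peptide, with 1 uM T3 present; readout after 5 hr.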
ALDH1A1 inh = inhibitors of human aldehyde dehydrogenase 1A1; Potency, µM (top dose mostly 75.3 µM), without a hit: at the highest dose activity, negative = inhibition, usual class: inhibitors; 220,000 tested, 7.3% active; Purified ALDH1A1, NADH fluorescence, propionaldehyde substrate; P00352; active means well fitted inhibition curve with a large enough effect, not every such curve was filed as active; inconclusive means small, poorly fitted or top-dose-only effect, or another doubt; inactive means no such curve, though single readings can be large or run the other way;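 further: plate controls were no enzyme wells and a reference inhibitor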
aGal spleen mod = inhibits or activates alpha-galactosidase in human spleen homogenate | Potency, µM (titrated, usually from 80 µM), without a hit: at the top dose activity change, negative = inhibition, usual class: inhibitors | human spleen homogenate, 4MU-alpha-Gal fluorescence, 40 min | P06280 | AID 2107 | 240,000 tested, 0.008% active;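 further: 0% = enzyme with vehicle and -100% = no enzyme basal signal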
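Spleen homogenate 1 ug + cpd (titration) + 4-MU-alpha-D-galactopyranoside 1 mM; 37C 40 min; 50 mM citrate/phosphate pH 5.0, 0.01% Tween-20; stop pH 10; fluorescence 365/440; AC50 via Hill.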
L3MBTL1 block = inhibitors of human L3MBTL1. Q9Y468. AlphaScreen L3MBTL1–H3K9me1 peptide binding. Potency, µM (titrated, usually from 57.1 µM), for the others: at the highest dose activity, negative = inhibition, hits mostly inhibitors. 230,000 tested, 0.66% active; further: nearly all actives have a fitted effect of over 60% in size
Target sequence (Q9Y468 whole entry, looked up): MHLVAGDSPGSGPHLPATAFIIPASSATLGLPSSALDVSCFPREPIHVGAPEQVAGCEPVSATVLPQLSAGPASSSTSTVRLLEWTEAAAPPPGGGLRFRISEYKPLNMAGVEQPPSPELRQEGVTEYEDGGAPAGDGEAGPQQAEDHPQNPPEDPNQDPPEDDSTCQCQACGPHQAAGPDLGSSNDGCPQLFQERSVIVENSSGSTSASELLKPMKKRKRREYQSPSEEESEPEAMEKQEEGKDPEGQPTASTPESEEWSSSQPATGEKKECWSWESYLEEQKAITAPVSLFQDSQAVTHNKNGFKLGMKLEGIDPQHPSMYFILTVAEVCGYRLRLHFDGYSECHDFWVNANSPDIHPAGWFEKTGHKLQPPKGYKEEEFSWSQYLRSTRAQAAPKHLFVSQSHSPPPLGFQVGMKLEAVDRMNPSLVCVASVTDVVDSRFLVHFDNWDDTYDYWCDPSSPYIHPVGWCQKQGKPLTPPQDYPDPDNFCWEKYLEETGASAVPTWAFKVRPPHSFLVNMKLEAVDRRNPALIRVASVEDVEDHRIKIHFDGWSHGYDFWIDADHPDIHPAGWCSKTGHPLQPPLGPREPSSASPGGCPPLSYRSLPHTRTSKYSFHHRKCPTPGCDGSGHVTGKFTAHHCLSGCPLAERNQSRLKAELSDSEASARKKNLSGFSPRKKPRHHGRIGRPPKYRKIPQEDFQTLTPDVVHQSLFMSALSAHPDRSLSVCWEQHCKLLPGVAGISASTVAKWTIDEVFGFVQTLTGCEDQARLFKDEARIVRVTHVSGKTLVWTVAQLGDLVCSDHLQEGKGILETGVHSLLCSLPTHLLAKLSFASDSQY
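First, the protein-peptide complex forms for 30 min at room temperature (L3MBTL1 50 nM, biotinylated H3K9me1 peptide 75 nM). Next, compounds are pin-transferred and incubated 30 min. Finally, AlphaScreen beads are added and read after 30 min.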
TexasRed fluor = counter-screen for TRb-SRC2 inhibitors: fluorescence interference; Potency, µM (top dose mostly 106 µM), without a hit: at the top dose fluorescence change, negative = quenching; 280,000 tested, 0.29% active; TRb/SRC2 Texas Red total fluorescence interference; active means well fitted curve in either direction with a large enough effect; inconclusive means small, poorly fitted or top-dose-only effect
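Flags fluorescent or light-absorbing compounds by total fluorescence, S + 2P, at 555 nm excitation and 632 nm emission. Mixture: 20 nM Texas Red SRC2 peptide, 0.6 uM human TRb LBD, 1 uM T3, 5% DMSO; compound exposure 5 h at ambient temperature.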
Tau fibril FP = blocks human tau fibril formation measured by polarization | K18 P301L tau heparin fibrillization, Alexa594 FP, 6 h | Potency, µM (highest dose often 57.7 µM), inactives show at the top dose activity, negative = inhibition, hits mostly inhibitors | AID 1468 | P10636 | 280,000 tested, 0.39% active; further: nearly all actives have a fitted effect of over 55% in size
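Recombinant K18 P301L […], labeled with Alexa 594 at 0.24 uM over 15 uM unlabeled; heparin inducer 20 uM final; 37 C, 6 hr; FP endpoint.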
Starred values were filed as active, the others as inactive; ? = inconclusive; nt = no result given; [ ] = remark or other dose. Unless noted, the call rests on the fitted dose curve; in most records, active means well fitted curve in the direction sought with a large enough effect; inconclusive means small, poorly fitted or top-dose-only effect, or another doubt; inactive means no such curve, though single readings can be large; an effect the other way counts as inactive or inconclusive. Unless noted, on the % scale 0 is the no-effect control and ±100 the full control effect; potency means the concentration at half of the fitted maximal effect.

The opening 2 records, ahead of the listing:
SMILES	Tau ThT inhib	Tau fluor cs	TRb SRC2 PPI	ALDH1A1 inh	aGal spleen mod	L3MBTL1 block	TexasRed fluor	Tau fibril FP
CC(Cl)C(=O)NNC(=O)CNS(=O)(=O)c1ccccc1 (centres undefined)	-4%	10%[2.34 µM]	-2%	4%	6%	8%	5%	2%[2.34 µM]
c1ccc(-c2nnc(N3CCOCC3)c3ccccc23)cc1	9%	9%	9%[53 µM]	?	2%	-14%	6%[53 µM]	3%[2.34 µM]

This part in full (from the top)
SMILES	Tau ThT inhib	Tau fluor cs	TRb SRC2 PPI	ALDH1A1 inh	aGal spleen mod	L3MBTL1 block	TexasRed fluor	Tau fibril FP
CC(Cl)C(=O)NNC(=O)CNS(=O)(=O)c1ccccc1 (centres undefined)	-4%	10%[2.34 µM]	-2%	4%	6%	8%	5%	2%[2.34 µM]
c1ccc(-c2nnc(N3CCOCC3)c3ccccc23)cc1	9%	9%	9%[53 µM]	?	2%	-14%	6%[53 µM]	3%[2.34 µM]
CC(C)C[C@H](NC(=O)c1nc[nH]c1C(=O)NCC(=O)OC(C)(C)C)C(=O)OC(C)(C)C	-2%	-15%	2%	nt	0%	nt	-2%	?
CCCNC(=O)C(=O)N/N=C/c1ccc(OCc2ccccc2)cc1	1%	-2%	8%	14%	-4%	nt	-1%	-12%
O=C(Cn1cc(C(F)(F)F)cc(Cl)c1=O)NCCc1ccccc1	-1%	1%	8%	12%	4%	2%	-4%	14%
O=C(CNC(=O)c1ccccc1)OCc1nnc(-c2ccc(Cl)cc2)o1	-16%	-13%	2%	3%	-6%	nt	-4%	-7%
Cc1cc(=O)[nH]c(SCCCOc2ccccc2Cl)n1	-4%	-3%	-4%	?	-1%	nt	-7%	6%
Cc1cc(N2CCOCC2)c2c(N)c(C)cc(C)c2n1	-17%	5%	3%	4%	4%	nt	0%	2%
CCCCCn1c(=O)[nH]c2cc(C(=O)NCc3ccc4c(c3)OCO4)ccc2c1=O	-13%	-9%	5%	-4%	4%	11%	0%	?
C=CCOC(=O)C1=C(C)NC(SCC(N)=O)=C(C#N)C1c1cccs1 (centres undefined)	4%	-15%	-3%	-8%	-6%	-3%	-1%	-7%
O=S(=O)(c1ccc(-c2csc(-c3cccnc3)n2)cc1)N1CCOCC1	1%	-8%	-5%	?	3%	nt	-4%	-3%
C=CCn1c(SCC(=O)Nc2nc(C)cs2)nnc1C(C)NC(=O)c1ccccc1Cl (centres undefined)	-11%	-7%	-4%	2%	2%	-3%	-2%	9%
CN(C)C(=O)N1CCN(C(=O)c2ccccc2Sc2ccccc2C#N)CC1	21%	17%	-6%	?	-2%	-1%[11.4 µM]	-5%	-4%
O=C(N/C(=C/c1cn(-c2ccccc2)nc1-c1ccccc1)C(=O)N1CCOCC1)c1ccccc1	-8%	-7%	-14%	?	14%	-1%	2%	-16%
COc1cc(-c2cc3n(C)c(C)c(CCC(=O)O)c(=O)n3n2)cc(OC)c1OC	-11%	-14%	-13%	nt	nt	nt	-2%	-10%
Cc1ccccc1C(=O)N/N=C/c1ccc([N+](=O)[O-])s1	?	-17%	-9%	?	-8%	nt	-4%	-2%
Cc1ccc(CNC(=O)CSc2nc3ccccc3c(=O)n2CCCO)cc1	8%	2%	-1%	1%	4%	1%	-2%	2%
C#CCn1c(=NC(=O)c2ccccc2[N+](=O)[O-])sc2cc(S(C)(=O)=O)ccc21	2%	7%	1%[53 µM]	1%	-11%	3%	-1%[53 µM]	-7%
Cc1[nH]n2cnnc2c(=O)c1Br	-2%	1%	-1%	nt	8%	nt	-3%	8%
COCCNC(=O)Cn1cnc([N+](=O)[O-])n1	0%	0%	3%	8%	-13%	nt	1%	5%
COc1ccccc1CNC(=S)NCCc1ccccc1	-2%	-6%	-5%	-3%	-14%	6%	-2%	-7%
CCOc1ccc(S(=O)(=O)Nc2cccc(OC)c2)cc1	-12%	-27%	0%	?	9%	nt	3%	-6%
Cn1c(=O)[nH]c(=O)c2c1nc(NC1CCCCC1)n2Cc1ccccc1	-22%	-23%	-4%	6%	-4%	2%	0%	10%
COc1cccc(-c2c(C#N)c(N)nc3c2c(=O)nc2sccn23)c1	2%	7%	4%	7%	-1%	-10%	0%	7%
COc1ccccc1-c1nnc(SCC(=O)N2CCOCC2)o1	-4%	-6%	4%	6%	5%	7%	1%	-6%
SMILES	Tau ThT inhib	Tau fluor cs	TRb SRC2 PPI	ALDH1A1 inh	aGal spleen mod	L3MBTL1 block	TexasRed fluor	Tau fibril FP
Cc1ccc(/C=N/NC(=O)c2cccs2)cc1[N+](=O)[O-]	?	-24%	-2%	7%	4%	-3%	-4%	-5%
CCCCCSc1nnc(C)c(=O)[nH]1	2%	4%	-15%	9%	5%	11%	1%	3%
CC(C)OC(=O)c1nn2c(C(F)(F)F)cc(-c3ccc(Br)o3)nc2c1Br	-12%	-8%	-8%	18µM*	-4%	-10%	-4%	-1%
CCN(CC)CCNC(=S)Nc1ccc2nc(N3CCCC3)cc(C)c2c1	1%	-3%	3%	-1%	14%	nt	-1%	0%
CC(C)(C)OC(=O)N1CCC[C@H]1C(=O)NCC1CCC(C(=O)O)CC1 (some centres undefined)	1%	0%	0%	-4%	-4%	9%	-3%	2%
Cc1ccc2nc(-c3ccc(NC(=O)CN(c4ccccc4C)S(C)(=O)=O)cc3)sc2c1	0%	?	-4%	?	19%	-7%	-2%	?
COCCCN=C1NN=C(c2cc(C)n(Cc3ccccc3Cl)c2C)CS1	?	-6%	-2%	25µM*	-5%	-13%	-1%	6%
CN1C(=O)C(O)(CC(=O)c2ccccn2)c2cc(Br)ccc21 (centres undefined)	-16%	3%	-13%	?	0%	nt	-3%	1%
O=C(c1cccs1)N1CCN(Cc2ccc3c(c2)OCO3)CC1	-8%	-6%	3%	5%	-4%	0%	0%	1%
CC(C)N(Cc1ccccc1)S(=O)(=O)c1ccc(-c2cc(C(F)(F)F)on2)s1	-11%	?	0%	nt	nt	nt	-1%	?
C=CCN(CC=C)CCOc1ccccc1[N+](=O)[O-]	-3%	3%	-10%	-17%	-8%	0%	0%	-2%
CCCOc1ccc(N2C(=O)CC(N(Cc3ccco3)C(=O)CC)C2=O)cc1 (centres undefined)	nt	2%	5%	nt	-6%	nt	-2%	5%
CCOC(=O)C1=C(C)N(c2nonc2NC(C)=O)C(N)=C(C#N)C1c1ccccc1F (centres undefined)	-13%	-21%	5%	-1%	6%	-8%	5%	-9%
CC(C)CC(/C(O)=C(\C#N)c1nc2ccccc2[nH]1)N1C(=O)c2ccccc2C1=O (centres undefined)	-19%	?	-3%	-3%	5%	nt	-2%	-7%
COc1ccc(-c2ccc(-c3noc(-c4ccccc4C)n3)c(OC)n2)cc1	?	-21%	0%	?	6%	nt	-2%	?
C/C(N)=C(/C#N)C(=O)COC(=O)C1CCC(C(C)(C)C)CC1 (centres undefined)	-19%	?	-2%	?	-8%	nt	0%	?
O=C(CSc1ncnc2nc[nH]c12)Nc1ccc(Br)cc1Cl	nt	1%	0%	nt	-2%	nt	-1%	5%
Cc1cc2c(c(=O)n1Cc1ccc3c(c1)OCO3)C(c1cccnc1)C(C#N)=C(N)O2 (centres undefined)	1%	8%	-2%	9%	-6%	9%	-1%	11%
Cc1cc(NC(=O)c2cc(Cl)ccc2Cl)ccc1-c1cc2ccccc2oc1=O	6%	-4%	-10%	nt	nt	nt	5%	?
CC(C)(C)NC(=O)NC(=O)COC(=O)C1CC(=O)N(Cc2ccccc2)C1 (centres undefined)	-7%	-4%	2%	?	-4%	-4%	1%	2%
CCCCC(=NCCO)C1=C(O)C(C(=O)OC)C(C)(C)CC1=O (centres undefined)	-8%	-2%	15%	-11%	0%	-11%	0%	-2%
C=CCNC(=O)CCC(=O)NNc1nc2ccccc2c2nc(-c3ccccc3)nn12	-2%	-10%	5%	4%	4%	-1%	-1%	-1%
CCc1c(C)sc(NC(=O)CSc2nc3c(c(C(F)(F)F)n2)CCc2ccccc2-3)c1C#N	2%	-2%	12%	22µM*	-10%	11%	2%	6%

Of the compounds above, these contain two or more sulfur atoms.
SMILES	Tau ThT inhib	Tau fluor cs	TRb SRC2 PPI	ALDH1A1 inh	aGal spleen mod	L3MBTL1 block	TexasRed fluor	Tau fibril FP
C=CCOC(=O)C1=C(C)NC(SCC(N)=O)=C(C#N)C1c1cccs1 (centres undefined)	4%	-15%	-3%	-8%	-6%	-3%	-1%	-7%
O=S(=O)(c1ccc(-c2csc(-c3cccnc3)n2)cc1)N1CCOCC1	1%	-8%	-5%	?	3%	nt	-4%	-3%
C=CCn1c(SCC(=O)Nc2nc(C)cs2)nnc1C(C)NC(=O)c1ccccc1Cl (centres undefined)	-11%	-7%	-4%	2%	2%	-3%	-2%	9%
C#CCn1c(=NC(=O)c2ccccc2[N+](=O)[O-])sc2cc(S(C)(=O)=O)ccc21	2%	7%	1%[53 µM]	1%	-11%	3%	-1%[53 µM]	-7%
Cc1ccc2nc(-c3ccc(NC(=O)CN(c4ccccc4C)S(C)(=O)=O)cc3)sc2c1	0%	?	-4%	?	19%	-7%	-2%	?
CC(C)N(Cc1ccccc1)S(=O)(=O)c1ccc(-c2cc(C(F)(F)F)on2)s1	-11%	?	0%	nt	nt	nt	-1%	?
CCc1c(C)sc(NC(=O)CSc2nc3c(c(C(F)(F)F)n2)CCc2ccccc2-3)c1C#N	2%	-2%	12%	22µM*	-10%	11%	2%	6%
